Screening data deposited in PubChem by National Center for Advancing Translational Sciences (NCATS).
PI5P4K alpha inh = blocks human PI5P4K alpha kinase activity | P48426 | PI5P4Kalpha enzyme, ADP-Glo luminescence, 60 min; stronger effect = lower value | max response, % | actives 1.2% (n = 330,000); active = max response of -50% or lower; inconclusive = between -30% and -50%; inactive = -30% or higher; also: value at the top dose of about 77 µM; % is scaled to controls: 0 for no effect and ±100 for the full control effect
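Human PI5P4Kalpha with substrate in 0.038 M HEPES pH 7.4, 0.28 mM EGTA, 0.1% CHAPS, 5% DMSO; reaction started with 5 microM ATP (final), 60 min at room temperature. ADP formed read by ADP-Glo luminescence.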
EPAC1 antag = antagonists of human EPAC1; O95398; AID 720709; Potency, µM (top dose mostly 115 µM), inactives show at the highest dose activity change, negative = inhibition, usual class: inhibitors; EPAC1 GEF assay, Rap1b-BODIPY-GDP exchange fluorescence; actives 0.14% (n = 360,000);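 also: potency is read from the fitted curve at half-maximal effect; plate controls were vehicle for no effect and positive control for full effect; nearly all actives have a fitted effect of over 50% in size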
Target sequence (O95398 whole entry, looked up): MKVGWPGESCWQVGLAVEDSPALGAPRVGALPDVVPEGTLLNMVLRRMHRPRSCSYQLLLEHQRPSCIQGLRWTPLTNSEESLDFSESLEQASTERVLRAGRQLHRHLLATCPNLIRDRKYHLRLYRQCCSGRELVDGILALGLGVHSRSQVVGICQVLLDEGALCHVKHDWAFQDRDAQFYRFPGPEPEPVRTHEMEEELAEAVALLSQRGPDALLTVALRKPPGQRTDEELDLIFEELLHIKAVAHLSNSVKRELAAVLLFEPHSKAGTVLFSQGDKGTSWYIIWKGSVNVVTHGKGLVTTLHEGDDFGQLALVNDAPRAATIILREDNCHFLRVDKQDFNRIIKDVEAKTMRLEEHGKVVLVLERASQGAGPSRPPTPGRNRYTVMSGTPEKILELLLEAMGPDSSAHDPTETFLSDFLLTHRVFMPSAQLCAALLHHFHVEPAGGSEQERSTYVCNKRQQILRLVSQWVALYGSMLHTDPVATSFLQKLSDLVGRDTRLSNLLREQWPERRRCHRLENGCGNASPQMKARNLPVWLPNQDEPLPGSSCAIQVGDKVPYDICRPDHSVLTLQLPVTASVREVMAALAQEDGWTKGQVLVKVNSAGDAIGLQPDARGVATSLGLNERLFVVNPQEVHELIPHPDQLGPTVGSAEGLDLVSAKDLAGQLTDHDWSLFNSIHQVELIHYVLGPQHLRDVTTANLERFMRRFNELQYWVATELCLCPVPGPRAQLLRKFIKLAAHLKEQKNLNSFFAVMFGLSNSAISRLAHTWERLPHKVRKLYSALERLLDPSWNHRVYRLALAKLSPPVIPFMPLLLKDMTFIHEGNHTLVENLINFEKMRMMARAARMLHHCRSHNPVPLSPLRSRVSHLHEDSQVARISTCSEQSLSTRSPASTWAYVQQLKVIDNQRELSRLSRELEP
FUS yeast rescue = suppressors of FUS proteinopathy in yeast; Potency, µM (top dose mostly 76.6 µM), for the others: at the top dose growth rescue (activation), actives largely listed as activators; actives 0.24% (n = 390,000); S. cerevisiae FUS-expressing, growth rescue, OD600, 24 h;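 also: potency is read from the fitted curve at half-maximal effect; plate controls were DMSO vehicle for no effect and reference control for full effect; nearly all actives have a fitted effect of over 55% in size; some results filed as inactive show a strong effect at the top dose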
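Restored growth of FUS-toxic S. cerevisiae, read as 600 nm absorbance after 24 h at 30C in galactose medium (starting OD 0.005). Controls CP55940 and DMSO.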
PLK1 PBD inh = inhibitors of human PLK1 polo-box domain binding | P53350 | Plk1 PBD binding of FITC phosphopeptide, fluorescence polarization | Potency, µM, inactives show max response, negative = inhibition, usual class: inhibitors | actives 2.8% (n = 360,000) | AID 720504; also: potency is read from the fitted curve at half-maximal effect; series mostly up to about 57 µM; % is scaled to controls: 0 for no effect and ±100 for the full control effect; nearly all actives have a fitted effect of over 65% in size
EPAC1 agonist = activates human EPAC1 exchange factor; EPAC1 agonist qHTS, biochemical assay; response scale: 100% = response to 6.5 mM cAMP; Potency, µM (series often up to 154 µM), inactives show at the top dose activation, hits mostly activators; actives 0.073% (n = 360,000); AID 720707; also: potency is read from the fitted curve at half-maximal effect; nearly all actives have a fitted effect of over 60% in size
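Fluorescent GDP-exchange assay: 100 nM EPAC1 with 250 nM Rap1B preloaded with BODIPY-GDP and 50 uM GDP; compounds tested as concentration series, 5 min at room temperature, then read every 5 min for 30 min (ex 480/em 540 nm); normalized to 6.5 mM cAMP.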
aSyn yeast inh = alpha-synuclein toxicity inhibition in yeast; Yeast expressing alpha-synuclein, growth rescue, BacTiter-Glo, 24 h; Potency, µM (doses to about 46.1 µM), for inactives: at the top dose growth rescue (activation), hits mostly activators; actives 0.14% (n = 370,000); also: potency is read from the fitted curve at half-maximal effect; % of control where 0% means no effect; nearly all actives have a fitted effect of over 65% in size
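Screening used galactose-induced yeast with toxic alpha-synuclein levels, exposed to compound for 24 hr at 30 deg C. Cell growth, read with BacTiter-Glo luminescence, gave the measured signal.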
Abeta yeast res = restores growth of yeast expressing A-beta42 peptide. yeast expressing A-beta42, growth rescue, OD600, 48 h; response scale: 0% DMSO, 100% iron-clioquinol control. Potency, µM (highest dose often 46.1 µM), without a hit: top-dose growth rescue, usual class: activators. actives 0.063% (n = 410,000). AID 1347071; also: potency is read from the fitted curve at half-maximal effect; nearly all actives have a fitted effect of over 55% in size
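Yeast A-beta toxicity model in growth medium with pinned compounds, 48 h at 30 C; growth read as absorbance at 600 nm. Normalized to FeCl3/clioquinol equimolar mix (positive) and DMSO (negative).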
IL-2 act = activators of IL-2; IL-2 activation reporter assay, cell-based qHTS; stimulated with anti-CD3/CD4/CD28 beads; in transgenic mouse T cells; activation, % (series mostly up to about 46 µM); actives 0.065% (n = 360,000); AID 652025; in the data active = activation above about 50%; inconclusive = mostly about 30% to 49%; also: 0% is about no effect
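EGFP and DsRed fluorescence is measured by plate cytometry in unstimulated transgenic mouse T cells exposed to compound for 60 minutes, then stimulated 18 hours at 37 degrees C with anti-CD3/anti-CD4 beads plus anti-CD28.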
WRN helicase inh = inhibitors of human WRN helicase | Q14191 | WRN helicase unwinding, fluorescent forked duplex, kinetic | Potency, µM (highest dose often 114 µM), without a hit: at the top dose activity change, negative = inhibition, hits mostly inhibitors | actives 0.46% (n = 360,000) | AID 651768; also: potency is read from the fitted curve at half-maximal effect; % is scaled to controls: 0 for no effect and ±100 for the full control effect; nearly all actives have a fitted effect of over 55% in size
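Primary qHTS, 1536-well format. 20 nM WRN + compound, 15 min RT; start with 100 nM forked fluorophore/quencher duplex, 2 mM ATP (final); kinetic read ex 525/em 598 nm.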
* = called active by the depositor; ? = inconclusive; nt = not tested or not shown; & = joins results of further samples; [ ] = remark or other dose. Unless noted, calls follow the shape of the dose curve; as a rule, active = well fitted curve in the direction sought with a large enough effect; inconclusive = small, poorly fitted or top-dose-only effect, or another doubt; inactive = no such curve, though single readings can be large; an effect the other way counts as inactive or inconclusive. This is a subset; count on the stated rates, not on these rows.

The line under a structure holds: PI5P4K alpha inh	EPAC1 antag	FUS yeast rescue	PLK1 PBD inh	IL-2 act	WRN helicase inh	Abeta yeast res	aSyn yeast inh	EPAC1 agonist
O=c1[nH]c2ccccc2n1C1CCN(C(c2cccc3ccccc23)c2nnnn2Cc2ccccc2)CC1 (configuration not stated)
    -1	6%	?	-7%	-0.7	-10%	5%	1%	10%
O=C1NCN(c2ccccc2)C12CCNCC2
    nt	1%	34%	-2%	-0.2	-7%	-10%	-5%	-3%
CN(C)CCNC(=O)c1cccn(Cc2cccc(C(F)(F)F)c2)c1=O
    -19	17%	-8%	19µM*	-0.5	3%[57.1 µM]	-10%	1%	9%
CCc1cc(=O)oc2cc(OCC(=O)N3C[C@H]4C[C@@H](C3)c3cccc(=O)n3C4)ccc12
    -2	5%	-9%	-14%	0.2	-1%	1%	0%	-4%
O=C(Nc1ccc(Cl)cc1C(=O)c1ccccc1)c1ccc(Br)o1
    1	-7%	8%	-10%	-0.7	-6%	1%	-2%	9%
COc1cc2c(cc1OC)C(C1c3cc4c(cc3CCN1C)OCO4)OC2=O (configuration not stated)
    -5	-9%	18%	-12%	0.6	-13%	1%	0%	13%
COc1ccc(CC(=O)N(C)C2CCCN(Cc3ccccc3F)C2)cc1OC (configuration not stated)
    1	11%	6%	-18%	0.3	4%	2%	-1%	10%
O=c1[nH]c2ccccc2n1C1CCN(C(c2nnnn2C2CCCCC2)C2CC2)CC1 (configuration not stated)
    -1	0%	13%	-5%	-0.4	-1%	3%	7%	1%
COc1ccc(C2SCC(=O)Nc3c2c(=O)[nH]n3C2CCCCCC2)cc1 (configuration not stated)
    4	1%	1%	-23%	-3.1	-10%	-7%	-8%	-14%
CCOc1ccc(NC(=O)N2C[C@H]3C[C@@H](C2)c2cccc(=O)n2C3)cc1
    -2	6%	-5%	5%	0.0	0%	-2%	0%	0%
CN1CCc2cc3c(c4c2C1Cc1ccccc1-4)OCO3 (configuration not stated)
    -8	-23%	17%	-21%	0.4	-1%[11.6 µM]	-16%	13%	4%
O=C(O)CCC(=O)N1N=C(c2c(-c3ccccc3)c3cc(Cl)ccc3[nH]c2=O)CC1c1ccco1 (configuration not stated)
    -5	-12%	49%	?	1.2	3%	2%	8%	-10%
O=c1c2ccccc2nc(-c2ccoc2)n1-c1ccccc1Cl
    nt	24%	11%	-12%	-1.1	0%	-15%	-6%	11%
CC(=NCCN(C)C)c1c(O)n(Cc2ccccc2)c(=O)[nH]c1=O
    0	2%	-6%	-4%	-0.8	4%	-1%	7%	2%
Cc1ccc2c(c1)CNc1ccccc1O2
    -3	4%	10%	0%	0.6	4%	22%	-6%	-6%
CCOP(=O)(OCC)C(NC(=O)C(C)C)C(Cl)(Cl)Cl (configuration not stated)
    11	12%	22%	-4%	-3.6	7%	-13%	11%	-4%
COc1ccc(C2c3c(nc(C)[nH]c3=O)Oc3c2c(=O)oc2ccccc32)cc1 (configuration not stated)
    -2	7%	-10%	-1%	2.1	-10%	-2%	-4%	23%
Cc1ccc(Cn2nnnc2CN2CCC(n3nnc4cc(C)ccc43)CC2)cc1
    11	3%	29%	4%	-0.5	-5%	0%	2%	8%
c1cc2c(cc1CCNC1CCCCCC1)OCO2
    -7	6%	-11%	0%	0.8	0%	19%	0%	-10%
CN(C(=O)Cc1ccc(Cl)c(Cl)c1)C(CN1CCCC1)c1cccc(OCC(=O)O)c1 (configuration not stated)
    5	-5%	-14%	?	0.1	-1%	-16%	9%&-1%	-22%
COc1ccc(-c2nn(CCC#N)cc2C(=O)NCc2ccccc2)cc1[N+](=O)[O-]
    -2	10%	0%	-1%	0.9	-3%	6%	9%	11%
Cc1cccc(N2C(=O)/C(=C/c3ccc(CN(CCC#N)S(C)(=O)=O)o3)C(=O)NC2=S)c1
    -56*	?	13%	7.5µM*	0.4	28µM*	-9%	0%	0%
Cc1ccc(N)c(C(=O)c2ccccc2)c1
    nt	-5%	-15%	-2%	3.3	-7%	-38%[inhibitor]	19%	5%
CCCCCCCCCCCCCCCC[n+]1ccccc1
    -13&-24	10%&-29%	?	0%	0.2&-1.1	-3%	-96%&-94%[inhibitor]	-64%&-73%&-79%[inhibitor]	-11%&-1%
COc1ccc2[nH]c3c(c2c1)CCN[C@H]3C
    -2	6%	?	-6%	-0.7	3%	-2%	-1%	6%
Cc1cc(C)c(C)c(C(O)(C(=O)O)c2ccccc2)c1 (configuration not stated)
    -25	-21%	-6%	-8%	0.2	3%	3%	7%	6%
Cc1ccc(N)c(C)c1
    3	-4%	-28%	1%	0.2	3%	-16%	5%	-12%
COC(=O)C1=C(c2ccc(F)cc2OCc2ccccc2)C[C@@H]2CC[C@H]1N2C(=O)NCc1ccc(F)cc1
    4	0%	38%	-2%	-0.1	-6%	0%	0%	10%
Cc1ccc2nc3c(cc2c1)CC1(C(=O)N(C)C(=O)N(C)C1=O)C1CCCCN31 (configuration not stated)
    0	-6%	-16%	-5%	-1.2	0%	11%	9%	-9%
O=C1NC(=O)N(c2ccccc2F)C(=O)/C1=C/c1ccc(Oc2ccc([N+](=O)[O-])cn2)cc1
    -52*	-2%	7%	6µM*	0.2	-10%	2%	3%	14%
COC(=O)[C@@H]1C(OC(=O)c2ccccc2)CC2CCC1N2C (some centres not stated)
    1	-19%	-34%	-19%	-0.2	0%	2%	1%	-2%
CCOC(=O)[C@]1(C#N)[C@@H]2C=CC(C(C)=O)=CN2[C@@H](C(N)=O)[C@@H]1c1ccsc1
    -5	-3%	3%	?	0.0	-9%	-5%	-1%	0%
CCC(=O)Nc1cc(C(=O)O)ccc1S(=O)(=O)c1ccc(C)cc1
    -6	17%	12%	?	-0.4	?	7%	-4%	10%
COc1cccc(C(c2nnnn2Cc2ccccc2)N2CCC3(CC2)C(=O)NCN3c2ccccc2)c1OC (configuration not stated)
    3	3%	43%	1%	-0.6	-2%	3%	?	6%
C=C1[C@H]2CC[C@H]3[C@]4(C)C[C@H](O[C@H]5O[C@H](CO)[C@@H](OS(=O)(=O)O)[C@H](OS(=O)(=O)O)[C@H]5OC(=O)CC(C)C)C[C@@H](C(=O)O)[C@H]4CC[C@]3(C2)[C@H]1O
    5	1%	-14%	4%	-0.6	-13%	-21%	3%	-5%
CC1(C(=O)O)CC12c1ccccc1-c1ccccc12 (configuration not stated)
    2	0%	nt	1%	-4.2	6%	-43%[inhibitor]	-20%	-7%
O=c1cccc2n1CC1CC2CN(C(c2ccccc2)c2sc3ncnn3c2O)C1 (configuration not stated)
    0	2%	-20%	-4%	-2.0	10%	4%	-5%	-5%
O=c1c2ccccc2nc(/C=C/c2ccccc2F)n1-c1ccccc1O
    -14	-10%	-18%	-8%	-1.4	-21%[11.6 µM]	-7%	-3%	-6%
COC(=O)C1=C(c2ccc(OCc3ccccc3)cc2)C[C@@H]2CC[C@H]1N2C(=O)NCc1cccc(F)c1
    1	-5%	28%	-7%	-3.3	-2%	-12%	0%	0%
CC/C(=N\Nc1ccccc1)c1c(O)n(C)c(=O)n(C)c1=O
    -5	2%	8%	-5%	0.9	-8%	-6%	25%	5%

Three structures already listed, ordered by number of heavy atoms, largest number first:
The line under a structure holds: PI5P4K alpha inh	EPAC1 antag	FUS yeast rescue	PLK1 PBD inh	IL-2 act	WRN helicase inh	Abeta yeast res	aSyn yeast inh	EPAC1 agonist
O=c1cccc2n1CC1CC2CN(C(c2ccccc2)c2sc3ncnn3c2O)C1 (configuration not stated)
    0	2%	-20%	-4%	-2.0	10%	4%	-5%	-5%
CC/C(=N\Nc1ccccc1)c1c(O)n(C)c(=O)n(C)c1=O
    -5	2%	8%	-5%	0.9	-8%	-6%	25%	5%
Cc1ccc(N)c(C)c1
    3	-4%	-28%	1%	0.2	3%	-16%	5%	-12%

Next part.
The line under a structure holds: PI5P4K alpha inh	EPAC1 antag	FUS yeast rescue	PLK1 PBD inh	IL-2 act	WRN helicase inh	Abeta yeast res	aSyn yeast inh	EPAC1 agonist
CC(=NCCN1CCCCC1)c1c(O)[nH]c(=O)[nH]c1=O
    nt	-1%	1%	-25%	-2.1	5%	-5%	-3%	10%
Cc1cccc(N=Nc2ccc(N(C)C)cc2)c1
    34	?	1%	1%	0.0	-1%	-12%	-9%	3%
CCCCCCN=Cc1c(O)n(C)c(=O)n(C)c1=O
    0	15%	3%	4%	-1.0	4%	2%	-6%	-2%
COC(=O)C1=C(c2ccc(-c3ccccc3)c(F)c2)C[C@@H]2CC[C@H]1N2C(=O)NC1CCCCC1
    0	10%	24%	4%	-0.9	10%	-51%[inhibitor]	0%	14%
O=c1[nH]c(=O)n(Cc2ccccc2)c(O)c1C=NCCCn1ccnc1
    2	-5%	13%	0%	-0.2	-4%	19%	-3%	-1%
O=C(O)CCC(=O)NCCC1=c2ccccc2=N/C1=C\c1c(O)n(Cc2ccc(F)cc2)c(=S)[nH]c1=O
    -85*	?	20µM*	1.2µM*	-0.7	79µM*	-10%	-6%	3%
Cc1ccc(S(=O)(=O)NCC2CCC(C(=O)N3CCC4(CC3)OCCO4)CC2)cc1 (configuration not stated)
    -2	-13%	-11%	-3%	-0.5	-2%	3%	2%	-3%
COc1ccc(C(=O)C2CCCN(Cc3ccsc3)C2)cc1OC (configuration not stated)
    4	8%	8%	-6%	-1.9	-2%	10%	0%	-3%
O=C(COc1ccc(Cl)cc1)N1CCN(Cc2ccc([N+](=O)[O-])cc2)CC1
    2	-14%	-16%	-9%	-2.9	1%	4%	3%	-3%
Nc1cc2nc3ccccc3nc2cc1N
    -28	18%	22%	6.7µM*	-0.3	?	3%	-8%	14%
O=c1[nH]c(=S)[nH]c(O)c1N=Nc1cc2c(cc1[N+](=O)[O-])OCO2
    -12	-26%	13%	-14%	6.3	-23%	-19%	0%	2%
CC1CCCCN1CC(O)c1c[nH]c2ccccc12 (configuration not stated)
    -5	2%	13%	2%	9.3	11%	-15%	-1%	9%
Cc1ccc(-n2nc(C)cc2NC(=O)COc2cc(C)cc3oc(=O)c4c(c23)CCC4)cc1
    nt	-2%	18%	-6%	-1.2	4%	3%	-7%	-4%
